High-throughput results deposited in PubChem by several laboratories.
JMJD2C inh: blocks human GASC-1 demethylase activity. Q9H3R0. GST-JMJD2C(1-420) H3K9me3 demethylation, DELFIA europium. inhibition, % at 2.35 µM. hit rate 0.069% among 330,000;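 active = more than half of a compound's replicate wells show inhibition beyond 50%, single wells judged on their own value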;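 also: signal counts dimethyl H3K9 product captured on neutravidin plate; 0% = median of DMSO wells and 100% = 0.3 times that DMSO median; strong numbers were not always called active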
Target sequence (Q9H3R0 1-420 limits assumed): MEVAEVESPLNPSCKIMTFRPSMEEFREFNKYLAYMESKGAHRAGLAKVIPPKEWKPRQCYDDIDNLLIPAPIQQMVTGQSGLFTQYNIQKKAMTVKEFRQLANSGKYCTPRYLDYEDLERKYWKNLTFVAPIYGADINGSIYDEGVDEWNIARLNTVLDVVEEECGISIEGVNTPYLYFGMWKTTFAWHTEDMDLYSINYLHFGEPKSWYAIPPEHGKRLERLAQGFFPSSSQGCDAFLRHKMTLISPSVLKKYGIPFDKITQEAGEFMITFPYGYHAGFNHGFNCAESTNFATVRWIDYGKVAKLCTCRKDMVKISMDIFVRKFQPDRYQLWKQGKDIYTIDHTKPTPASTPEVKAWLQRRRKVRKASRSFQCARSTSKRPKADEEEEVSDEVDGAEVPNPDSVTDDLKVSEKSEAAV
Yeast superoxide: caloric restriction mimetics inhibiting age-related superoxide in yeast. S. cerevisiae aged cells, superoxide DHE fluorescence; active compounds read low. superoxide response (% of plate mean), % at 10 µM. hit rate 0.18% among 330,000;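 active = superoxide response under a set limit, about three screen SD below normal, cut at about 65% in these data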;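 also: yeast aged for seven days with compound at 30 °C before DHE staining; 100% = average MFI of all compound-treated wells on the plate with controls excluded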
PP5 primary: blocks human protein phosphatase 5 activity | P53041 | purified PP5c, OMFP substrate fluorescence | inhibition, % at 6.7 µM | hit rate 0.18% among 320,000;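 active = inhibition above the campaign's mean inhibition across all tested compounds plus 3 SD, cut at about 9.5% in these data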;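 also: 0% = DMSO only and 100% = 100 µM cantharidin control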
TPT1 inh: blocks Candida albicans tRNA 2'-phosphotransferase; hit rate 0.81% among 300,000; AID 1962; recombinant caTPT1, FP RNA substrate dephosphorylation; inhibition, % at 5 µM;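 active = inhibition above the mean of all tested compounds plus 3 SD, set per screening campaign, cut at about 24% in these data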;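 also: plate controls were DMSO alone for no effect and ferristatin control at 100 nM for full effect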
CTSL1 counter: counter-screen for PFM18AAP inhibitors: inhibitors of F. hepatica cathepsin L1 | inhibition, % at 5.96 µM | recombinant F. hepatica cathepsin L1, Z-Leu-Arg-MCA fluorescence | hit rate 0.49% among 300,000;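 active = inhibition above the mean of all tested compounds plus 3 SD, set per screening campaign, cut at about 17% in these data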;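 also: 0% = plate median of test compound wells and 100% = 1 µM Z-Phe-Ala-diazomethylketone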
ZTA counter: counter-screen for EBNA-1 inhibitors: inhibitors of Epstein-Barr virus ZTA; P03206; ZTA-DNA binding, fluorescence polarization; inhibition, % at 11 µM; hit rate 0.15% among 320,000; AID 2234; in the data active = inhibition above about 33%
Target sequence (P03206 whole entry, looked up): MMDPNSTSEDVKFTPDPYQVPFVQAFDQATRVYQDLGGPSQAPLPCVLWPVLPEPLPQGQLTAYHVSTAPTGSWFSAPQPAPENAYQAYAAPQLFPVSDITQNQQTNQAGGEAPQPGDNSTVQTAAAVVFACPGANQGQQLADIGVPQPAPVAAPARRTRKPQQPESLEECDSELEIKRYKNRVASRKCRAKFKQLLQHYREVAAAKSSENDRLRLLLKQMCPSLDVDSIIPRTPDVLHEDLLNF
HCV core dimer: HCV core protein dimerization inhibition; TR-FRET GST/Flag-core106 dimerization, 1536-well; hit rate 0.33% among 300,000; inhibition, % at 5 µM;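 active = inhibition above the mean of all tested compounds plus 3 SD, set per screening campaign, cut at about 45% in these data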
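Assay system: GST-tagged and Flag-tagged HCV core protein residues 1-106 / Times: compound-protein-antibody incubation 4 h at 22.5 °C / Signal: time-resolved FRET, ex 340 nm, em 617 and 671 nm / Evaluation: % inhibition based on acceptor/donor emission ratio / Benchmarks: wells lacking GST-core106 and wells with excess unlabelled core106 / Repeats: singlicate, one well per compound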
PP1 inh: PP1-alpha (human) inhibition in PP5 counter-screen; P62136; purified PP1alpha, OMFP fluorescence; inhibition, % at 6.7 µM; hit rate 0.9% among 320,000; AID 2235;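 active = inhibition above the mean inhibition of all tested compounds plus 3 SD, computed separately for each screening campaign, cut at about 15% in these data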
Target sequence (P62136 whole entry, looked up): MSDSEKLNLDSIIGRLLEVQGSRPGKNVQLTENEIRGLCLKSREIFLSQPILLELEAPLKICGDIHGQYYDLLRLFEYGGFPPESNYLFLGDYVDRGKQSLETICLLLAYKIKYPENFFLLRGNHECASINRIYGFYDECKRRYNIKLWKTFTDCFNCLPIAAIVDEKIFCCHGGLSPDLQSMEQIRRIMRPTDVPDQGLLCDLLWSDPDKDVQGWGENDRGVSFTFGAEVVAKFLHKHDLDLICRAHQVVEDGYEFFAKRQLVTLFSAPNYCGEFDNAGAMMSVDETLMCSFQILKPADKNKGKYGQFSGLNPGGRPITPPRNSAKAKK
EBNA-1 inh: blocks EBNA-1 binding to DNA; hit rate 0.34% among 300,000; inhibition, % at 14.8 µM; EBNA-1 DNA binding, fluorescence polarization; in the data active = inhibition above about 28%
Active calls of the source: *; i = inactive; / = no result given; & = joins results of further samples.

Second line of a record – TPT1 inh | PP5 primary | ZTA counter | HCV core dimer | Yeast superoxide | JMJD2C inh | PP1 inh | CTSL1 counter | EBNA-1 inh
1	Cc1onc(-c2ccccc2Cl)c1C(=O)Nc1sc2c(c1C(N)=O)CCC(C)C2 (configuration not stated)
  1 | 3.7 | 0 | 6 | 103 | -8 | 1 | 0 | -11
2	COc1cc(OC)c(NC(=O)c2cccc(F)c2)cc1Cl
  0 | 1.3 | 11 | -23 | i | -3 | -2 | -2 | 1
3	CCOc1cc(C(=O)Oc2cc(C)[nH]c(=O)c2[N+](=O)[O-])cc(OCC)c1OCC
  -3 | 1.2 | -12 | -7 | 109 | -14 | -1 | 3 | 3
4	COc1cccc(OC)c1C(=O)N1CCN(C(=O)c2ccc(-c3ccccc3)cc2)CC1
  -4 | 4.2 | -18 | 3 | 102 | -17 | 4 | 5 | -3
5	CCn1c(SCc2nc3ccccc3s2)nc2cc(S(=O)(=O)N3CCOCC3)ccc21
  3 | 3.2 | -9 | 10 | 95 | -23 | 4 | -3 | 9
6	CCN(CCCn1c(=S)[nH]c2ncccc2c1=O)c1ccccc1
  -1 | 3.0 | -4 | -6 | 107 | 0 | -1 | -4 | -3
7	Cc1ccccc1-c1nn[nH]n1
  0 | 1.4 | 3 | 6 | 107 | -21 | 0 | 3 | -11
8	CC(C)CC(NC(=O)C1CCCCC1)C(=O)NCc1ccccn1 (configuration not stated)
  -3 | -0.9 | 11 | 3 | 101 | 7 | -7 | 7 | 12
9	N#CC1=C(N)Oc2n[nH]c(-c3cccs3)c2C1C1CCCCC1 (configuration not stated)
  -1 | 3.1 | 5 | 5 | 104 | -5 | 3 | 3 | 2
10	Fc1ccc(-c2ccnc3nc(N4CCN(c5ccccc5)CC4)nn23)cc1
  -1 | 3.1 | -19 | 7 | 110 | 0 | 3 | -1 | -1
11	c1ccc(CCN(Cc2ccccc2)C2CCN(C3CCCC3)CC2)cc1
  1 | 1.0 | 15 | 2 | 101 | -2 | 2 | -1 | -7
12	N#C/C(=C/c1ccc(-c2ccc(C(=O)O)c(Cl)c2)o1)C(=O)NCC1CCCO1 (configuration not stated)
  12 | -0.2 | -4 | -3 | 111 | -6 | -3 | 0 | 7
13	CCCCOc1ccc(NC2=NC3(CCCC3)N=C(N)N2)cc1
  3 | 3.1 | -7 | -4 | 103 | 8 | -4 | -1 | -9
14	COC(=O)CSc1cc(C(=O)c2nccn2C)c2ccccc2n1
  0 | -3.9 | -29 | 2 | 90 | -2 | -1 | 2 | 1
15	CSc1nnc2c(n1)OC(c1cn(C)c3ccccc13)N(C(C)=O)c1ccccc1-2 (configuration not stated)
  0 | -1.0 | 7 | 0 | 92 | -14 | -1 | 0 | -1
16	O=c1[nH]c(-c2ccncc2)nc2ccccc12
  -5 | -0.7 | 0 | -10 | 91 | -5 | -1 | -2 | 2
17	CCOc1ccc(S(=O)(=O)Nc2cc(Cl)ccc2O)cc1
  -3 | 4.6 | -18 | -9 | 112 | -4 | -1 | 0 | 1
18	C#Cc1ccc([C@@H]2C=C(C(=O)NC3CC3)O[C@H](OCCCCO)C2)cc1
  6 | 1.4 | 8 | 13 | 98 | 2 | -2 | 0 | 6
19	Cc1ccc(C(=O)N2CCN(c3ccc([N+](=O)[O-])cc3-n3cccc3)CC2)cc1
  -1 | 6.8 | 14 | 13 | 114 | -5 | 2 | 1 | -14
20	CCCc1cc(C(=O)NCc2ccccc2)no1
  2 | -1.6 | -6 | -5 | 78 | 0 | -2 | -1 | 1
21	CCOC(=O)Cc1cc(=O)n2[nH]c(-c3ccc(C)cc3)cc2n1
  23 | -3.0 | 13 | 19 | 120 | -2 | 18* | 1 | 1
22	COc1ccc(OCCSc2nnc(Cc3cccc4ccccc34)n2N)cc1
  0 | 2.6 | -2 | 5 | 117 | -2 | 0 | 1 | 8
23	CCOc1ccc(NC(=O)CN2CCN(C(=O)c3ccco3)CC2)cc1S(=O)(=O)N1CCCC1
  / | 0.1 | -13 | / | 101 | 2 | 0 | / | /
24	Cn1nnnc1NCc1c(F)cccc1Cl
  1 | 2.0 | 10 | 0 | 82 | -2 | -2 | 0 | 2
25	CC(C)CN1C(=O)C(=Nc2cccnc2)c2ccccc21
  2 | -0.7 | -5 | 4 | 103 | -2 | 3 | 5 | -1
26	Cc1onc(-c2c(Cl)cccc2Cl)c1C(=O)N1CCN(c2ccccc2F)CC1
  1 | 2.3 | 12 | 2 | 112 | 23 | -1 | 0 | 11
27	Cc1ccc(-c2nnn(CC(=O)N(CCO)C(C(=O)NC3CCCC3)c3ccc(F)cc3)n2)o1 (configuration not stated)
  -2 | 0.8 | -3 | -8 | 85 | -11 | 1 | -3 | 9
28	O=c1cc(OCc2ccccc2)cc[nH]1
  / | 1.1 | -4 | / | 100 | -14 | -1 | / | /
29	COc1ccccc1-c1nn(Cc2ccccc2)cc1C(=O)N1CCN(c2ncccn2)CC1
  / | 0.0 | 10 | / | 103 | 6 | -9 | / | /
30	CN(C(=S)NC(=O)c1ccc(Cl)cc1)C1CCCCC1
  0 | 1.1 | -2 | 4 | 88 | -12 | -1 | -2 | -3

The closing 2 records of the part before are carried over, then new ones follow:
Second line of a record – TPT1 inh | PP5 primary | ZTA counter | HCV core dimer | Yeast superoxide | JMJD2C inh | PP1 inh | CTSL1 counter | EBNA-1 inh
29	COc1ccccc1-c1nn(Cc2ccccc2)cc1C(=O)N1CCN(c2ncccn2)CC1
  / | 0.0 | 10 | / | 103 | 6 | -9 | / | /
30	CN(C(=S)NC(=O)c1ccc(Cl)cc1)C1CCCCC1
  0 | 1.1 | -2 | 4 | 88 | -12 | -1 | -2 | -3
31	Cc1cccc(-c2nc(-c3ccncc3)no2)c1
  -2 | -1.5 | -23 | -12 | 101 | -3 | 9 | 6 | -5
32	CC1(C)[C@@H](O)CC[C@]2(C)C3C(O)C=C4[C@H]5C[C@@](C)(C(=O)O)CC[C@]5(C)CC[C@]4(C)[C@]3(C)CC[C@@H]12 (some centres not stated)
  -3 | 1.9 | -16 | 8 | 70 | -6 | 3 | -2 | 4
33	O=C(N/N=C/c1cn(-c2ccccc2)nc1-c1cccs1)c1ccccc1F
  0 | 4.5 | 5 | 14 | 109 | 1 | -3 | -1 | -1
34	O=C(COC(=O)[C@H](Cc1ccccc1)NS(=O)(=O)c1ccccc1F)NC1CCCCC1
  -3 | 0.8 | -9 | -5 | 101 | -1 | 2 | 0 | -1
35	CC(=O)Oc1ccc(C(c2ccc(OC(C)=O)cc2)c2ccccn2)cc1
  -3 | 0.6 | 5 | 9 | 95 | -11 | -6 | -16 | 2
36	CCOC(=O)C(C)Sc1nc(-c2ccco2)cc(C(F)(F)F)c1C#N (configuration not stated)
  26* | 2.5 | -5 | 35 | 105 | 12 | -3 | -4 | -14
37	CCN(C(=O)CSc1nc2ccccc2c(=O)n1CCOC)C1CCS(=O)(=O)C1 (configuration not stated)
  0 | -0.4 | -2 | 2 | 106 | -5 | -1 | -5 | -10
38	Cc1ccc(NC(=S)N=Nc2c(O)n(C)c3ccc(S(=O)(=O)N4CCOCC4)cc23)cc1C
  1 | 2.7 | -1 | 5 | 96 | -4 | -3 | 2 | -6
39	COc1ccc(NC(=O)c2cc(F)cc(F)c2)cc1Cl
  1 | 1.8 | -2 | 1 | 93 | -1 | 0 | -2 | 7
40	Cn1c(CNc2nc(-c3ccccc3)cs2)nnc1SCC(=O)N1CCc2ccccc21
  0 | 0.8 | 12 | 21 | 91 | -5&-4 | 4 | 1 | 2
41	CC(C)N(c1ccccc1)c1ccc(NC(=O)CCl)cc1
  1 | -1.1 | -8 | 4 | 103 | 8 | -1 | 1 | 2
42	Nc1ccc(N=Nc2ccccc2Cl)c(N)n1
  0 | 5.0 | 0 | -21 | 113 | 5 | 0 | 6 | -11
43	Cc1cc(C(=O)CSc2ccccc2)cc(C)c1O
  3 | 1.6 | 8 | 1 | 105 | 2 | -1 | -2 | 2
44	CCOC(=O)C1CCCN(C/C(O)=C(\C#N)c2nc(-c3ccc(Cl)cc3)cs2)C1 (configuration not stated)
  4 | 2.3 | -8 | 0 | 100 | 6 | -1 | -1 | -1
45	CCc1cccc(OCC(=O)Nc2ccc(C)c(S(=O)(=O)N3CCCCCC3)c2)c1
  0 | 1.7 | -1 | 1 | 102 | 5 | 5 | -7 | -11
46	Cc1ccc(C(C)NC(=O)c2ccc3c(c2)OCCO3)cc1C (configuration not stated)
  -1 | -0.4 | -9 | -6 | 101 | 2 | 2 | 3 | -13
47	Cc1ccc(C)c(S(=O)(=O)Nc2ccc(C(=O)N3CCCCC3)cc2)c1
  0 | 2.2 | 13 | 0 | 104 | 35 | -3 | -3 | 1
48	Cc1ccc(CNS(=O)(=O)c2ccc(-n3cnnn3)c(C)c2)cc1
  0 | 1.4 | -2 | 7 | 102 | -2 | 0 | -3 | 4
49	Cc1cc(NC(=O)c2cc(-c3ccc(Br)cc3)on2)no1
  2 | -2.4 | -6 | -1 | 104 | -2 | -1 | 4 | -12
50	Cc1csc(NC(=O)CCc2c(C)nc3cc(-c4ccc(Cl)cc4)nn3c2C)n1
  -4 | 3.8 | 1 | -5 | 99 | / | -1 | 4 | 10
51	O=C1/C(=C/c2ccco2)SC(=S)N1CCC(=O)N1CCCCC1CCO (configuration not stated)
  5 | 0.0 | 15 | 10 | 95 | 5 | 5 | 6 | -4
52	CC(C)CC(=O)N1CCN(Cc2ccccc2[N+](=O)[O-])CC1
  3 | 1.7 | 1 | -1 | 107 | -8 | -4 | -1 | 4
53	CCOc1ccc(C(=O)Nc2ccc3c(c2)OCCO3)cc1
  -3 | 0.2 | 3 | 2 | 93 | -18 | -1 | 2 | 17
54	CCOC(=O)c1cccc(NC(=S)NC(=O)c2cccnc2)c1
  -2 | 4.1 | -23 | -11 | 104 | 21 | 2 | -2 | -5
55	O=C(CN1C(=O)NC2(CCc3ccccc32)C1=O)Nc1cccc(F)c1 (configuration not stated)
  -1 | 0.4 | 6 | -3 | 107 | 88 | -2 | -1 | -3
56	O=C(NC1CCN(C(=S)NCc2ccco2)CC1)c1ccc(F)cc1
  0 | -0.8 | -7 | -1 | 108 | 6 | 3 | 4 | -15
57	CCCS(=O)(=O)N1CCN(CCCc2ccccc2)CC1
  3 | 3.0 | -9 | -1 | 94 | 15 | 0 | -2 | -4
58	CC(=O)NC(CCS(C)(=O)=O)C(=O)Nc1ccc(C)c(F)c1 (configuration not stated)
  -5 | 1.6 | -8 | -3 | 90 | 3 | 0 | -2 | 1
59	COc1ccccc1/C=C/C=N/NC(=O)c1ccncc1
  -2 | 2.2 | -6 | 3 | 101 | 19 | -7 | -7 | 1
60	Cc1cc(NCCCN2CCOCC2)n2nc(C)c(-c3ccccc3)c2n1
  -1 | 1.9 | 2 | -7 | 96 | 5 | 2 | -1 | -1
61	Cc1ccc(/C=C2\C(=O)NC(=O)N2C)o1
  -5 | -1.2 | 2 | -20 | 101 | -11 | -4 | 6 | 7
62	O=C(Nc1ccc(Cl)cn1)c1ccc(-c2cc(Cl)ccc2Cl)o1
  -1 | -1.1 | -14 | 8 | 104 | 7 | -3 | 0 | -1
63	COc1ccc(OC)c(NC(=O)c2sc3ncnc(N4CCN(c5ccccn5)CC4)c3c2C)c1
  0 | 1.5 | 2 | 6 | 92 | -4 | 0 | 0 | 1
64	COc1ccc(CN2CCNC(=O)C2CC(=O)NCCCC2CCCC2)c(C)c1C (configuration not stated)
  -2 | 1.0 | 5 | 10 | 93 | -4 | 7 | 12 | -1
65	NS(=O)(=O)c1ccc(NC(=O)CCC2CCCCC2)cc1
  -5 | 0.9 | 8 | 4 | 93 | 16 | -3 | 1 | 12
